# Bioassay records deposited in PubChem by Fisher Drug Discovery Resource Center.
# hcGAS lum: blocks human cGAS activity; Q8N884; recombinant h-cGAS, ATP depletion, Kinase-Glo luminescence; inhibition, % at 12.5 µM; 290,000 tested, 0.081% active; AID 1259398;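 note: 0% = vehicle reaction and 100% = reaction without DNA for no activity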
# Target sequence (Q8N884 whole entry, looked up): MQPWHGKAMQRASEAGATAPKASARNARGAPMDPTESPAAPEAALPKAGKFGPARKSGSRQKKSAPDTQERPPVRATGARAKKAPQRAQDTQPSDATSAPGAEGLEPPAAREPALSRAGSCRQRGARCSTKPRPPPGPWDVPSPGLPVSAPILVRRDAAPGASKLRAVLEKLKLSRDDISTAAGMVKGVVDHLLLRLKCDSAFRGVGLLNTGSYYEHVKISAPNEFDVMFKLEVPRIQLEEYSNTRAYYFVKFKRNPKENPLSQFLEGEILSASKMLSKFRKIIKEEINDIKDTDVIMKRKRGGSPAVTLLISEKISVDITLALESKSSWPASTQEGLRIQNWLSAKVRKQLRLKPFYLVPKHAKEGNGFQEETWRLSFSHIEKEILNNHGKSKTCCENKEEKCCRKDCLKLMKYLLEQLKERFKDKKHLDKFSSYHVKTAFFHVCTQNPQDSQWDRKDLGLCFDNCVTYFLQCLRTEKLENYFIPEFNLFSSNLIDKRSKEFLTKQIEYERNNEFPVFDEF
# NPYLR7 ag: activates Aedes aegypti NPYLR7 receptor; HEK293T NPYLR7/Galpha15, GCaMP6s calcium fluorescence; activation, % at 10 µM; 270,000 tested, 0.15% active; AID 1259423; in the data active = activation above about 40%;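 note: 0% = vehicle and 100% = reference agonist at the receptor; some compounds past the cut are filed as inactive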
# mcGAS lum: inhibitors of mouse cGAS | Q8C6L5 | recombinant cGAS, Kinase-Glo ATP depletion luminescence | inhibition, % at 12.5 µM | 160,000 tested, 0.15% active | AID 1259399;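 note: 0% = negative control wells and 100% = reference inhibitor with no enzyme activity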
# Numbers without * were called inactive; · = not tested or not shown; & = joins results of further samples. Cut-off read from the data, not from the text of the source, unless noted: active = inhibition above about 40%; inactive = the rest. These rows are one share of the data; count on the stated rates, not on these rows.
structure	hcGAS lum	NPYLR7 ag	mcGAS lum
CC(Cc1ccco1)NS(=O)(=O)c1ccc(C#N)c(Cl)c1 (stereo not drawn)	-8	5	-3
Cc1cc([N+](=O)[O-])ccc1NC(=O)c1cccn(Cc2cccc(C(F)(F)F)c2)c1=O	-6	14	·
COc1ccccc1C1SCC(=O)N(CC(=O)NC2CC2)c2c1c(C(C)(C)C)nn2C (stereo not drawn)	2	-2	2
CC1CC2(O)c3no[n+]([O-])c3CCC2N1O (stereo not drawn)	-9	3	·
Cc1cccc(-n2nc(C(C)(C)C)c3c2N(CC(=O)O)C(=O)CSC3c2cccc(Cl)c2)c1C (stereo not drawn)	0	-5	-5
CCCCOc1ccc(S(=O)(=O)N2CCN(CCOC(c3ccc(F)cc3)c3ccc(F)cc3)CC2)cc1	-9	3	-8
COc1cccc(C2c3c(c4ccccc4oc3=O)OC(=N)C2C#N)c1OC (stereo not drawn)	-1	1	-6
CN1C(=C2C=NN(c3ccccc3)P2(=S)N2CCCC2)C(C)(C)c2ccccc21 (stereo not drawn)	-3	10	·
O=C1CC(c2ccccc2)CN1CC(=O)N1C[C@H]2CC=CC[C@H]2C1 (stereo partly drawn)	-7	11	-12
COc1ccc(N(C)C(=O)c2ccc(Cn3nc(C(=O)Nc4nncs4)c4ccccc43)cc2)cc1	-3	2	-4
CCOC(=O)CN1C[C@H](O)[C@@H]2C[C@@H]1CC[C@H]2O	4	4	-1
CC(=O)Nc1ccc(Cl)c(C(=O)NCCc2cnc[nH]2)c1	-4	19	-16
O=S(=O)(c1cccc(Cl)c1Cl)N1CCN(CCOC(c2ccccc2)c2ccc(F)c(F)c2)CC1 (stereo not drawn)	-12	3	-7
Cc1csc(C2(NCC3CCCC3)CCCC2)n1	-11	8	·
CC(C(=O)NCc1cc(C(C)(C)C)n[nH]1)N1CCCC1=O (stereo not drawn)	-1	4	·
CCOC(=O)[C@@H]1[C@@H](c2ccccc2)CN2CCNC[C@H]12	2	8	-6
Fc1cc(Br)ccc1C[N+]12CCN(CC1)CC2	-4	5	-3
CCOC(=O)C1(CCc2ccccc2)CCN(Cc2cccc3cnccc23)CC1	-3	12	-8
CN(C(=O)[C@@H](N)Cc1cnc[nH]1)C1Cc2ccccc2C1	-6	6	·
CCCCCCc1c(O)[nH]c(=S)[nH]c1=O	2	9	7
O=C(CCl)Nc1nccs1	1	-5	5
COc1cccc(NP(=O)(Oc2ccccc2F)Oc2ccccc2F)c1	-8	1	-6
O=C(CN1C(=O)CSC(c2cccc(F)c2)c2c(-c3ccccc3)nn(-c3ccc(F)cc3)c21)NC1CC1 (stereo not drawn)	-1	-1	-1
O=c1[nH]c2ccccc2n1CCCN1CCC(n2c(=O)[nH]c3cc(Cl)ccc32)CC1	-4&-1&-3	-16&-2&-2	-4
FC(F)Sc1ccc(NC(=S)NC2CN3CCC2CC3)cc1 (stereo not drawn)	-2	-1	-5
CC1CCCCN1Cc1ccc(Cl)nc1 (stereo not drawn)	-12	18	·
C=C(C)CSc1nc2ccccc2c(=O)n1-c1cccnc1	-6	-2	-15
COc1cccc(CN(C)C(C)Cc2ccccn2)c1O (stereo not drawn)	-5	-2	·
COCCNC(=O)CN1C(=O)CSC(c2ccccc2F)c2c(C(C)(C)C)nn(C)c21 (stereo not drawn)	-3	26	-4
Cc1cc(Cl)ccc1C(=O)C1CCCN(C2CSCCSC2)C1 (stereo not drawn)	-7	13	·
COc1cc(C=C(C#N)C#N)cc(OC)c1O	1	29	15
COc1ccc(-n2nc(C(C)(C)C)c3c2N(CC(=O)O)C(=O)CSC3c2ccccc2OC)cc1 (stereo not drawn)	0	6	-4
CN1CCN(CCCN2c3ccccc3Sc3ccc(Cl)cc32)CC1	-1&7&-2&1&5	-26&-3&-12&2	-3
COC(=O)CCCCC(=O)Nc1ccc2[nH]cc(CCN3CCCC3)c2c1	-8	4	-7
Cc1cccc(NC(=O)N2CCN(CCOC(c3ccccc3)c3cccc(C(F)(F)F)c3)CC2)c1 (stereo not drawn)	0	2	-4
CCOC(=O)[C@H]1CN(C(=O)Cc2cccs2)[C@]2(C)C(=O)N(CC3CC3)c3ccccc3[C@H]12	-2	-1	-7
CC1[C@H](C)OC(=O)CC(O)CC(O)CC(O)CCC(O)C(O)C[C@]2(O)CC(O)C(C(=O)O)C(CC(OC3O[C@H](C)[C@@H](O)[C@H](N)[C@@H]3O)C=C/C=C/C=C/C=C/CC/C=C/C=C/[C@H](C)[C@H]1O)O2 (stereo partly drawn)	7&-2	-8&4	·
Cc1nn(-c2ccccc2)c(C)c1P(=S)(N1CCCC1)C(C)(C)C (stereo not drawn)	-11	8	·
CC(=O)OC1(c2ccc(C)cc2)CN2CCC1c1ccccc12 (stereo not drawn)	-1	-11	·
Cn1c(=O)c2cc(S(=O)(=O)N3CC4CC(C3)c3cccc(=O)n3C4)ccc2n(C)c1=O (stereo not drawn)	-7	5	·

# The list continues.
Structure	hcGAS lum	NPYLR7 ag	mcGAS lum
CCC(Oc1ccc(Cl)cc1)C(=O)OC1CC2CCC(C1)N2C (stereo not drawn)	-8	9	·
CN1C(=O)C2(CCN(CCS(=O)(=O)c3ccccc3)CC2)c2ccccc21	3	-3	·
CCCCCCCCCCCCCC(=O)O[C@@H]1[C@@H](C)[C@@]2(O)[C@@H](C=C(CO)C[C@@]3(O)C(=O)C(C)=C[C@@H]23)C2C(C)(C)[C@@]21OC(C)=O (stereo partly drawn)	18	0	-3
O=c1[nH]cc(CN2C[C@H]3CC=CC[C@H]3C2)c(=O)[nH]1	-3	34	-19
COC(=O)C(OS(=O)(=O)c1ccc(C)cc1)(c1ccccc1)c1ccccc1	-3	10	·
CN1CCNC(=O)C12CCN(C(=O)c1ccncc1F)CC2	-4	6	-14
O=C(Nc1ccc(F)cc1)N1CCN(CCOC(c2ccccc2)c2ccccc2)CC1	7	16	1
CN1CCC2(CCN(C(=O)c3ccc[nH]3)CC2)C1	-6	6	·
COc1ccc(NC(=O)OC[C@H]2C[C@@H]3CCN2C[C@@H]3c2cc(C3CCCC3)nc(-c3ccncc3)n2)cc1	-6	-9	-8
CN1C[C@@H](CS(=O)(=O)N(C)C)C[C@@H]2c3cccc4c3c(cn4C)C[C@H]21	-8	5	-3
CCN(CC)P1(=S)C2=C(N3CCCCC3)CC(C)(C)CC2=NN1c1ccccc1 (stereo not drawn)	-8	2	·
COc1ccc(C)cc1CCNCc1ccccc1OC(F)F	-6	-1	·
C=Cn1ccnc1P(O)(=S)c1nc(C)c(CCOC(C)=O)s1 (stereo not drawn)	4	-7	·
CN1CCCC(c2n[nH]c(=O)n2C2CCCCC2)C1 (stereo not drawn)	2	0	·
O=C1CCC[C@@H]2[C@H]3CCCN4CCC[C@@H](CN12)[C@@H]34	-10	5	-9
CC(C)(OP(N)(=O)Oc1ccccc1)C(F)(F)C(F)(F)C(F)(F)C(F)F (stereo not drawn)	-6	4	·
CNC(C)Cc1ccc(OC)cc1 (stereo not drawn)	-8	24	·
c1ccc(N2CCNCC2)c(-c2cc3ccccc3o2)c1	-3	1	·
Cc1nc(-c2ccc(N(C)C)cc2)cc([C@H]2CN3CC[C@H]2C[C@@H]3COC(=O)Nc2ccc(F)cc2F)n1	-5	2	-5
O=c1ccc2cc(O[C@@H]3O[C@H](CO)[C@@H](O)[C@H](O)[C@H]3O)c(O)cc2o1	-2&0	-7	-1&0
CN(C)P(=O)(Nc1cccc(C(F)(F)F)c1)N(C)C	-10&-7	9	·
COc1cc(CN2CCCC(C(=O)c3ccccc3SC)C2)ccc1F (stereo not drawn)	-6	3	-7
CC(C)=CC(=O)N[C@H]1C[C@H]2CN(C)CCN2C1	-9	21	·
O=C(Nc1ccc2[nH]cc(CCN3CCOCC3)c2c1)c1cncc(Br)c1	-4	27	-7
CCN1CCN(Cc2csc3c2CCCC3)CC1	-8	0	·
Cc1ccc(P(=S)(Nc2ccc([N+](=O)[O-])cc2)Nc2ccc([N+](=O)[O-])cc2)o1	-9	8	·
CC[C@@H](C)C(=O)O[C@H]1[C@H](O)[C@H]2[C@@H](CN3C[C@@H](C)CC[C@H]3[C@@]2(C)O)C2C[C@]34O[C@@]5(O)[C@@H](OC(=O)[C@](C)(O)CC)CC[C@@]3(C)[C@@H]5[C@@H](OC(C)=O)[C@@H](OC(C)=O)[C@H]4[C@@]21O (stereo partly drawn)	-1	-4	·
COc1ccc(C2SCC(=O)Nc3c2c(=O)[nH]n3C(C)C)cc1OC (stereo not drawn)	-1	3	-3
NCCCOC[C@@H]1CCCN2CCCCC12 (stereo partly drawn)	-4	0	·
CCOC(=O)[C@H]1CN(C(=O)NC2CCCC2)[C@]2(C)C(=O)Nc3ccccc3[C@H]12	2	25	-4
CNC(=O)N1CCN(S(=O)(=O)c2ccc(C#N)c(Cl)c2)CC1	1	-3	1
CC(Cc1c(F)cccc1F)NC(=O)CSCC(N)=O (stereo not drawn)	18	3	·
N#Cc1ccc(OCC(=O)N2CCN(Cc3ccco3)CC2)cc1	3	-2	·
c1cc(-c2nccn2CCc2cnc[nH]2)ccn1	-7	7	·
Cc1ccnc(CC(C)N(C)Cc2cn[nH]c2-c2ccc(F)cc2)c1 (stereo not drawn)	-4	-2	-10
CC1(C)CC(=O)CC(=NNP(=S)(c2ccccc2)c2ccccc2)C1	-7	3	-7
COc1cccc([C@@H]2CCN(Cc3ncc[nH]3)C[C@H]2O)c1	-4	3	-21
O=C(c1ccccc1)N1C[C@@H]2C[C@H](C1)c1c(-c3cccnc3)ccc(=O)n1C2	-5	-8	-6
CCCCN1C2=[N+](CCCS2)CC1(O)c1ccc(OC)cc1 (stereo not drawn)	-9	1	·
CN1C(=O)NC2CNCCC21 (stereo not drawn)	-10	2	·
N#Cc1ccc(S(=O)(=O)Nc2ccccc2-n2cnnn2)cc1Cl	5	-2	·
CC12CN3CC(C)(CN(C1)C3c1cccs1)C2 (stereo not drawn)	-5	-2	·
CC(C)Nc1cc(N2CCN(C(C)C)CC2)ncn1	-7	2	·
CC[N+]1(C)CCCC(OC(=O)C(O)(c2ccccc2)c2ccccc2)C1 (stereo not drawn)	-2&0&-7	-11&-1&3	-6
CN1CCCN(C(=O)Cc2cccc(NC3OC(C4COC(C)(C)O4)[C@@H]4OC(C)(C)O[C@H]34)c2)CC1 (stereo partly drawn)	-7	-6	-4
COC(=O)C(=O)N1CC2(C)CNCC(C)(C1)C2=O	-10	7	·
CN(C)C(=O)CCCS(=O)(=O)C(c1ccc(F)cc1)c1ccc(F)cc1	-9	13	-15
O=C(c1ccncc1)N1C[C@@H]2C[C@H](C1)c1ccc(-c3ccc(Cl)cc3)c(=O)n1C2	-3	-8	-6
CN(C)C(=O)Oc1ccc2c(c1)O/C(=C\C=C\c1ccccc1)C2=O	-2	0	-3
COc1cccc(C(=O)C2CCCN(Cc3nnc(C4CC4)o3)C2)c1 (stereo not drawn)	-5	10	-15
CN1C2CCC1CC(OC(c1ccccc1)c1ccccc1N)C2 (stereo not drawn)	-3&0	5&-4	-2&-1
CCOP(=S)(OCC)Oc1nc(Cl)c(Cl)cc1Cl	4	-9	·
CN(C)c1ccc(C=C2C(=O)NC(=O)NC2=O)cc1[N+](=O)[O-]	1	4	-7
O=C(c1cc(CN2CCOCC2)on1)N1CCN2CCCC2C1 (stereo not drawn)	-9	7	·
CC12CN3CC(C)(CN(C1)P3(=O)Oc1ccccc1)C2=O (stereo not drawn)	-16	2	-9
Oc1ccc2c3c1O[C@H]1[C@@H](O)CC[C@@]4(O)C(C2)N(CC2CCC2)CCC314 (stereo partly drawn)	-8	4	0
CNc1ncc(C(=O)N2CCN3CCN(C)C(=O)C3C2)cn1 (stereo not drawn)	-13	8	·
O=C(c1cn(-c2ccccc2)nn1)N1C[C@H]2C[C@@H](C1)c1cccc(=O)n1C2	-2	10	·
Cc1ccc(P(=S)(c2ccc(C)o2)N2CCOCC2)o1	-3&-5	-4&0	·
CCN(C)CCc1c[nH]c2ccc(NC(=O)c3ccc(C#N)cc3)cc12	-4	6	-5
CN1CCCCC1c1ccc(-c2cccnc2)nc1 (stereo not drawn)	-4&-4	-6&3	-5
